Compound activity (PubChem)
Yeast superoxide – yeast age-related superoxide inhibition as caloric restriction mimetic. S. cerevisiae aged cells, superoxide DHE fluorescence; active compounds read low. superoxide response (% of plate mean), % at 10 µM. 330,000 tested, 0.18% active. AID 2690;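 active means superoxide response under a set limit, about three screen SD below normal, cut at about 65% in these data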;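 further: yeast aged for seven days with compound at 30 °C before DHE staining; 100% = average MFI of all compound-treated wells on the plate with controls excluded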
BCLXL inh – Bcl-xL (human) inhibition. Q07817. GST-Bcl-xL / FITC-Bim BH3 peptide fluorescence polarization. inhibition, % at 10.9 µM. 320,000 tested, 0.7% active. AID 2129;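 active means inhibition above the mean of all tested compounds plus 3 SD, cutoff set per campaign, cut at about 30% in these data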;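 further: 0% = DMSO wells and 100% = unlabeled Bim-BH3 peptide competitor; inhibitors lower millipolarization by displacing the labeled peptide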
VLA-4 inh – inhibition in a human VLA-4 binding assay. P13612. VLA-4 expressing cells, ligand binding flow cytometry. inhibition, % (about 7 µM as worked out from the volumes in the protocol). 330,000 tested, 0.2% active; in the data active means inhibition above about 50%
AGP1-GFP MLPCN – yeast TOR pathway AGP1-GFP modulation; S. cerevisiae AGP1-GFP multiplex flow cytometry, 3 h; GFP as percent of DMSO wells; GFP response vs DMSO, % at 10 µM; 320,000 tested, 0.02% active; AID 2066;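 active means GFP response relative to DMSO above a set limit, near screen average plus 3 SD, cut at about 150% in these data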;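 further: median GFP channel fluorescence of the gated AGP1 strain per well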
MEX-5 binding – C. elegans MEX-5 TCR-2 RNA binding activity. activity score (negative = inhibition of binding), % at 10 µM. MEX-5/FITC-TCR2 RNA binding, fluorescence polarization; active compounds read low. 300,000 tested, 0.38% active. Q9XUB2;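 active means inhibition past about -25% in most replicates, and total fluorescence under double the plate's negative control median, limit read from the data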;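 further: 0% = DMSO and -100% = 5 µM competing unlabeled TCR2 RNA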
GRK2 inh – human GRK2 inhibition via aptamer displacement | P25098 | bead flow cytometry, FAM-aptamer displacement from GRK2 | inhibition of aptamer binding, % at 10 µM | 330,000 tested, 0.59% active | AID 488847;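 active means inhibition of aptamer binding above 40%, roughly 3 SD of noise, on plates passing a quality check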;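 further: median bead fluorescence of bound FAM aptamer so fluorescent compounds give negative values; no value below 0 was filed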
MCL1 BIM primary – inhibitors of human MCL1 binding to BIM-BH3 peptide; Q07820; GST-MCL1 / FITC-Bim-BH3 fluorescence polarization; inhibition, % at 10.9 µM; 320,000 tested, 0.68% active; AID 2057;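 active means inhibition above the mean inhibition of all tested compounds plus 3 SD, set per campaign, cut at about 40% in these data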;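 further: 0% = DMSO wells and 100% = unlabeled Bim-BH3 peptide control; higher means more loss of mP so more displacement of Bim peptide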
Target sequence (Q07820 whole entry, looked up): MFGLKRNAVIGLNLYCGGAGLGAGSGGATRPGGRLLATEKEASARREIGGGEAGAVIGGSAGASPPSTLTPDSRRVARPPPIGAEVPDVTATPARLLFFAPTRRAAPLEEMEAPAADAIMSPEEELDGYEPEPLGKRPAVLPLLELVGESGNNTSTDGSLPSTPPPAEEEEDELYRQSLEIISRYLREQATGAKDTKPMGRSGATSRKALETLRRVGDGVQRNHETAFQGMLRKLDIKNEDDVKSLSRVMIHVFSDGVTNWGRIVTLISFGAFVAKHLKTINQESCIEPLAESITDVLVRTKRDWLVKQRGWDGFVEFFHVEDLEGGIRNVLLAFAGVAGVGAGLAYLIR
GLD-1 TGE inh – GLD-1-TGE RNA interaction inhibition (C. elegans). inhibition, % at 5.96 µM. 320,000 tested, 0.44% active. Q17339. purified GLD-1 + fluorescein TGE RNA, fluorescence polarization;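 active means percent inhibition above a per-plate cutoff, the plate mean of test compounds plus 3 SD, cut at about 30% in these data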;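 further: 0% = DMSO wells with GLD-1 and probe and 100% = wells lacking GLD-1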
Target sequence (Q17339 whole entry, looked up): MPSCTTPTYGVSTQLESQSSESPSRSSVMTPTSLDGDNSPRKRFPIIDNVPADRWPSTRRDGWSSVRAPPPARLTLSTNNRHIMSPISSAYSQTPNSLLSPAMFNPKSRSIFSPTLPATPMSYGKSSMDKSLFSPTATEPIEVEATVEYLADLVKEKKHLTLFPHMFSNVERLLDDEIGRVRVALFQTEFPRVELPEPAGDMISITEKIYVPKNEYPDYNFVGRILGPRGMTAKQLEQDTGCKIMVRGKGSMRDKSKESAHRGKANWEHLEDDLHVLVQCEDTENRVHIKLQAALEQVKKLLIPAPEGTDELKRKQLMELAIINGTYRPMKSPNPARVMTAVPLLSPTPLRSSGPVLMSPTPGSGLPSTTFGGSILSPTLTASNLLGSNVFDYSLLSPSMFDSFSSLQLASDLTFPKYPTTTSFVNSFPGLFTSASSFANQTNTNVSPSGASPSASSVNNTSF
CIT2-GFP yeast – modulators of TOR pathway CIT2-GFP in S. cerevisiae; AID 2029; 320,000 tested, 0.065% active; GFP response vs DMSO, % at 10 µM; S. cerevisiae CIT2-GFP strain, flow cytometry, 3 h; 100 means same as DMSO wells;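 active means GFP response relative to DMSO above a set limit, near the screen mean plus 3 SD, cut at about 150% in these data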;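 further: ratio of well median GFP fluorescence to mean of DMSO wells on the plate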
Numbers without * were called inactive; i = inactive; x = not tested or not shown.

1. CC(C)C(OC(=O)C1=Cc2ccccc2OC1)C(=O)NC1CCCC1 (stereo not given)
2. CCC(C)(C)C(=O)Nc1cc([N+](=O)[O-])ccc1F
3. CN1CCN(C(=S)c2ccc(-c3cc(Cl)ccc3Cl)o2)CC1
4. CCSc1nc2ccccc2n1CCC(=O)O
5. CC(C)OC(=O)CSc1nc(N)c(C#N)cc1C#N
6. O=C(NCc1ccncc1)C12CC3CC(CC(C3)C1)C2
7. O=C1N[C@H](Cc2ccccc2)COC(=O)[C@H](Cc2ccc(F)cc2)CC/C=C/C[C@H]1CC(=O)N(CCO)Cc1ccccc1
8. CC(C)N1CCC(N2CCN(Cc3cnc(-c4ccccc4)s3)CC2CCO)CC1 (stereo not given)
9. CCN(CC(=O)NCc1ccc2c(c1)OCO2)S(=O)(=O)c1ccc(F)cc1
10. COc1ccc(-c2csc(N3CCN(C(=O)c4ccco4)CC3)n2)cc1
compound no.	1	2	3	4	5	6	7	8	9	10
Yeast superoxide	108	107	102	89	98	100	82	94	101	103
BCLXL inh	5	-3	4	1	5	6	x	2	-1	-1
VLA-4 inh	1	1	1	9	32	-6	27	0	15	45
AGP1-GFP MLPCN	102	101	110	109	101	102	101	95	102	95
MEX-5 binding	-2.1	-0.9	-0.2	-1.9	0.5	0.0	x	-0.3	0.1	1.3
GRK2 inh	0	0	4	4	1	0	2	0	2	0
MCL1 BIM primary	0	-5	7	-1	-3	1	x	9	2	-1
GLD-1 TGE inh	-2	4	6	1	3	-6	-2	14	-4	-7
CIT2-GFP yeast	95	107	94	109	94	104	95	102	106	97

11. CCOC(=O)c1sc2nc(C)nc(SCC(=O)N(C)C3CCS(=O)(=O)C3)c2c1C (stereo not given)
12. CN(C(=O)c1ccc(OC2CCN(C(=O)c3cccnc3)CC2)cc1)C1CCCCC1
13. Cc1cccc(-c2noc(CN(C(=O)c3ccc(Br)o3)C(C)C)n2)c1
14. C/C(=N\NC(=O)COc1c(C)cccc1C)c1cccs1
15. COc1cccc(/C=C/C(=O)OCC(=O)NC(=O)NC2CCCC2)c1
16. Cc1cc(C)n(C(=O)CCNC(=O)c2ccccc2Cl)n1
17. CC1(COS(N)(=O)=O)CCCCC1
18. CC(=O)c1cn(CC(=O)Nc2ccc(C)cc2C)c2ccccc12
19. C=CCOC(=O)C1=C(C)NC(=O)NC1C1CC=CCC1 (stereo not given)
20. Cc1ccc(-c2cc(C(=O)N/N=C/c3ccoc3)c3ccccc3n2)cc1
compound no.	11	12	13	14	15	16	17	18	19	20
Yeast superoxide	95	103	96	87	72	89	95	100	103	97
BCLXL inh	-1	4	-1	-1	9	1	-4	-1	1	x
VLA-4 inh	42	6	18	-3	-2	4	4	-9	5	11
AGP1-GFP MLPCN	101	105	x	27	95	96	84	97	102	104
MEX-5 binding	0.1	-0.1	-0.5	0.4	x	-1.7	-1.0	1.6	4.6	x
GRK2 inh	7	0	1	5	4	0	2	3	0	0
MCL1 BIM primary	-3	-2	-7	-2	1	3	-1	-1	-4	x
GLD-1 TGE inh	-3	0	-6	7	2	5	-1	-6	3	x
CIT2-GFP yeast	101	105	97	87	98	101	x	83	111	103

21. COc1ccc2nc(Cl)c(C#N)cc2c1
22. Cc1cc(C)nc(NCCC(=O)O)n1
23. CC(C)Oc1nc(-c2ccccc2Cl)nc2ccccc12
24. NC(=O)c1cc2c3ccccc3ccn2c1-c1ccccc1
25. NC1=NC(=Nc2ccc(Br)cc2)c2ccccc21
26. COCCNC(=S)N/N=C(\C)c1ccc(OC(F)F)cc1
27. Cc1cc(NCCCN2CCOCC2)n2ncc(-c3ccccc3)c2n1
28. CC(C)(C)C(=O)COC(=O)c1ccc(N)c([N+](=O)[O-])c1
29. COc1ccc(NC(=O)C2CCN(S(=O)(=O)c3ccc(OC)c(OC)c3)CC2)cc1
30. CCOC(=O)N1CCN(C(=O)C(C)(C)Oc2ccc(Cl)cc2)CC1
compound no.	21	22	23	24	25	26	27	28	29	30
Yeast superoxide	101	94	81	103	105	107	99	86	127	116
BCLXL inh	4	6	4	50*	1	1	4	6	3	7
VLA-4 inh	-1	-2	0	14	-10	2	20	5	-6	-2
AGP1-GFP MLPCN	95	100	98	85	94	93	110	100	95	104
MEX-5 binding	-7.6	-0.2	0.1	-8.9	-0.8	3.8	0.0	0.7	1.5	-0.5
GRK2 inh	6	2	3	2	0	1	1	0	0	5
MCL1 BIM primary	-4	2	5	59*	4	-1	3	9	-1	-1
GLD-1 TGE inh	-6	-2	4	51*	-4	-1	8	3	3	1
CIT2-GFP yeast	91	98	93	89	98	106	96	104	94	99

31. COc1cc(/C=N/NC(=O)c2ccoc2C)cc(OC)c1O
32. Cc1ccc2c(c1)N(C(=O)NC1CCCCC1)C(C)(C)CC2C (stereo not given)
33. O=C(NCCCC1CCCC1)C1CCC(=O)N(Cc2ccc(Cl)cc2)C1 (stereo not given)
34. CN(Cc1ccco1)S(=O)(=O)c1nnc(NC(=O)c2ccccc2)s1
35. N#Cc1ccc(/C=C/C(=O)c2ccco2)cc1
36. Cc1nn(CC(=O)NCc2ccc(-n3cccn3)cc2)c(C)c1[N+](=O)[O-]
37. COc1ccccc1N1CCC(N2CCN(CC(C)(C)C)C(CCO)C2)CC1 (stereo not given)
38. COc1ccc(-c2nnn(CC(=O)N(CC(=O)NCCC(C)C)Cc3cccs3)n2)cc1OC
39. CC1(OC(=O)c2cnc3ccccc3n2)C(=O)C=C2C=C(c3ccc(C#N)cc3)OC=C2C1=O (stereo not given)
40. C=CC[C@@H](CC(=O)NCCO)C(=O)NC[C@@H](OC(=O)[C@H](CC=C)CC(=O)OC(C)(C)C)c1ccccc1
compound no.	31	32	33	34	35	36	37	38	39	40
Yeast superoxide	108	84	88	106	97	94	104	82	104	106
BCLXL inh	-2	1	4	4	-6	6	1	-1	25	x
VLA-4 inh	1	-6	2	14	17	-2	6	1	0	23
AGP1-GFP MLPCN	104	97	86	96	98	101	98	102	94	95
MEX-5 binding	5.0	2.3	-0.6	-3.7	-1.0	0.5	0.9	1.4	-8.1	x
GRK2 inh	0	2	5	0	2	0	0	0	0	0
MCL1 BIM primary	1	10	4	5	-2	12	3	-6	24	x
GLD-1 TGE inh	0	-2	-5	4	-1	0	-4	5	47*	1
CIT2-GFP yeast	104	99	86	97	95	107	100	111	94	90

41. CCN(CC)S(=O)(=O)c1ccc(OC(C)C)c(NC(=O)c2c3c(nc4ccccc24)CCN(Cc2ccccc2)C3)c1
42. CC1(C)C(=O)Nc2ccccc2N1C(=O)COC(=O)c1ccc(Cl)c(S(=O)(=O)NCc2ccccc2)c1
43. C#CCn1c(=NC(=O)c2cccs2)sc2cccc(OC)c21
44. Cc1ccc(Cl)cc1NC(=S)N(Cc1cccs1)C1CCCC1
45. Cc1cc(C)n(CC(O)CN(c2cccc([N+](=O)[O-])c2)S(=O)(=O)c2ccccc2)n1 (stereo not given)
46. Cc1c(NC(=O)C(C)OC(=O)CC2Sc3ccccc3NC2=O)c(=O)n(-c2ccccc2)n1C (stereo not given)
47. O=C(Cc1ccc(Cl)cc1)NCCc1ccc(F)cc1
48. COc1ccc(N2CCN(C(=O)c3cccc(F)c3)CC2)c([N+](=O)[O-])c1
49. O=C1OCCC1Sc1nc2ccccc2[nH]1 (stereo not given)
50. COC(=O)C1C2C=CC3(CN(CC4CCCO4)C(=O)C13)O2 (stereo not given)
compound no.	41	42	43	44	45	46	47	48	49	50
Yeast superoxide	93	106	86	104	121	95	94	108	109	94
BCLXL inh	7	-3	0	5	3	1	4	4	-5	3
VLA-4 inh	-8	4	-22	12	9	-2	-3	i	4	15
AGP1-GFP MLPCN	101	103	97	107	100	100	100	97	97	96
MEX-5 binding	5.8	-0.1	1.2	1.1	0.7	-0.1	0.1	0.8	-2.0	-0.9
GRK2 inh	1	2	5	4	0	5	x	0	7	0
MCL1 BIM primary	5	-10	5	7	-2	-4	7	-2	-7	3
GLD-1 TGE inh	-3	3	6	-4	0	-3	2	-6	-1	5
CIT2-GFP yeast	102	89	103	106	106	95	69	88	98	85

Gathered by group, the compounds so far with fluorine
2. CCC(C)(C)C(=O)Nc1cc([N+](=O)[O-])ccc1F
7. O=C1N[C@H](Cc2ccccc2)COC(=O)[C@H](Cc2ccc(F)cc2)CC/C=C/C[C@H]1CC(=O)N(CCO)Cc1ccccc1
9. CCN(CC(=O)NCc1ccc2c(c1)OCO2)S(=O)(=O)c1ccc(F)cc1
26. COCCNC(=S)N/N=C(\C)c1ccc(OC(F)F)cc1
47. O=C(Cc1ccc(Cl)cc1)NCCc1ccc(F)cc1
48. COc1ccc(N2CCN(C(=O)c3cccc(F)c3)CC2)c([N+](=O)[O-])c1
compound no.	2	7	9	26	47	48
Yeast superoxide	107	82	101	107	94	108
BCLXL inh	-3	x	-1	1	4	4
VLA-4 inh	1	27	15	2	-3	i
AGP1-GFP MLPCN	101	101	102	93	100	97
MEX-5 binding	-0.9	x	0.1	3.8	0.1	0.8
GRK2 inh	0	2	2	1	x	0
MCL1 BIM primary	-5	x	2	-1	7	-2
GLD-1 TGE inh	4	-2	-4	-1	2	-6
CIT2-GFP yeast	107	95	106	106	69	88

Other entries follow.
51. CCO[C@@H]1OC(C(=O)NC2CC2)=C[C@H](c2ccc3c(c2)OCO3)[C@H]1CCCO
52. O=C(O)C1CCN(S(=O)(=O)c2cccnc2)CC1
53. O=S(=O)(Nc1cccnc1)c1ccc(Cl)cc1
54. CC1(Br)C2CCCC1C2S(=O)(=O)c1ccccc1 (stereo not given)
55. O=C(O)c1[nH]c2ccccc2c1C=NCc1ccccc1Cl
56. Cn1c2ccccc2c2c(C(=O)NCc3ccco3)cn(C3CCCCC3)c(=O)c21
57. COc1cccc(-c2cc(C(=O)Nn3cnnc3)c3ccccc3n2)c1
58. CC1CCC2(CC1)NC(=O)N(CC(=O)Nc1ccc(F)cc1)C2=O (stereo not given)
compound no.	51	52	53	54	55	56	57	58
Yeast superoxide	95	105	103	116	110	100	102	81
BCLXL inh	4	10	2	2	0	4	3	-4
VLA-4 inh	10	8	-4	-5	-18	7	7	18
AGP1-GFP MLPCN	93	110	100	100	108	x	100	101
MEX-5 binding	1.9	2.1	-0.5	-1.1	-12	3.6	-2.8	x
GRK2 inh	2	0	2	3	7	0	0	0
MCL1 BIM primary	-6	9	5	13	0	4	10	-17
GLD-1 TGE inh	0	-1	3	8	-8	2	13	0
CIT2-GFP yeast	118	109	99	104	118	87	95	100
